# Tau fibril FP – tau fibrillization inhibition (FP) | AID 1468 | K18 P301L tau heparin fibrillization, Alexa594 FP, 6 h | P10636 | Potency, µM (series often up to 57.7 µM), for the others: at the top dose activity, negative = inhibition, most hits filed as inhibitors | 280,000 tested, 0.39% active; further: on the % scale 0 is the no-effect control and ±100 the full control effect; nearly all actives have a fitted effect of over 55% in size
# Target sequence (P10636 561-689 P618L limits assumed): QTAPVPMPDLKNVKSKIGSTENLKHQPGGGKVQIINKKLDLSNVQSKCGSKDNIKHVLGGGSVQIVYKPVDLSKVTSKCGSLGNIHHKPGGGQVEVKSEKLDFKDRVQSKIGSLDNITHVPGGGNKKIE
#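 Human tau K18 […] P301L fragment, 15 uM unlabeled plus 0.24 uM Alexa 594-labeled tau (final), with compound and 20 uM heparin in 100 mM sodium acetate pH 7; 6 hr at 37 C, then Alexa 594 FP read.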
# GAA glycogen mod – inhibitors or activators of human alpha-glucosidase glycogen cleavage | P10253 | recombinant GAA, glycogen substrate, Amplex Red glucose oxidase fluorescence | 300,000 tested, 0.38% active | Potency, µM (highest dose often 76.4 µM), without a hit: top-dose activity change, negative = inhibition, usual class: inhibitors;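 further: 0% = full enzyme reaction and -100% = no-enzyme basal signal; the screen sought inhibitors and activators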
#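 Recombinant human alpha-glucosidase (4 nM final) hydrolysed bovine liver glycogen (30 ug) for 40 min at 37 C in pH 5.0 citrate/phosphate with 0.01% Tween-20. Released glucose detected by glucose oxidase/Amplex Red, Ex 573/Em 610 nm. Compounds up to 77 uM; AC50 from Hill fits.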
# aGlu spleen mod – inhibits or activates alpha-glucosidase in human spleen homogenate; AID 2112; 240,000 tested, 0.006% active; Potency, µM (doses to about 79.9 µM), for inactives: at the top dose activity change, negative = inhibition, most hits filed as inhibitors; human spleen homogenate, 4-MU-alpha-glucoside fluorescence;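 further: 0% = enzyme with vehicle and -100% = no enzyme basal signal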
#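 AC50 values come from Hill-equation fits of concentration-response data, normalized to no-enzyme and full-activity controls. Enzyme source: 1 ug human spleen homogenate; 1 mM fluorogenic 4-MU glucoside, pH 5.0 citrate buffer, 37 C, 40 min.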
# HTT ATP protect – cytoprotection in Huntington HTT-Q103 PC12 cell model; Potency, µM (doses to about 56.4 µM), inactives show cytoprotection (ATP increase), actives largely listed as activators; 230,000 tested, 0.14% active; AID 1471; PC12 HTT-Q103 induced, cytoprotection, ATP luminescence, 40 h;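 further: % of control where 0% means no effect; nearly all actives have a fitted effect of over 45% in size; toxic huntingtin expression switched on by the ecdysone agonist tebufenozide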
#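 ATP quantification (ATPlite) reports survival of PC12 cells in which tebufenozide, 100 nM final, switches on Htt exon 1 with 103 glutamines linked to GFP; compounds are titrated.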
# GLA spleen mod – alpha-galactosidase A (human) modulation; 240,000 tested, 0.008% active; AID 2107; Potency, µM (titrated, usually from 80 µM), for the others: top-dose activity change, negative = inhibition, usual class: inhibitors; human spleen homogenate, 4MU-alpha-Gal fluorescence, 40 min; P06280;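 further: 0% = enzyme with vehicle and -100% = no enzyme basal signal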
# Target sequence (P06280 32-429 limits assumed): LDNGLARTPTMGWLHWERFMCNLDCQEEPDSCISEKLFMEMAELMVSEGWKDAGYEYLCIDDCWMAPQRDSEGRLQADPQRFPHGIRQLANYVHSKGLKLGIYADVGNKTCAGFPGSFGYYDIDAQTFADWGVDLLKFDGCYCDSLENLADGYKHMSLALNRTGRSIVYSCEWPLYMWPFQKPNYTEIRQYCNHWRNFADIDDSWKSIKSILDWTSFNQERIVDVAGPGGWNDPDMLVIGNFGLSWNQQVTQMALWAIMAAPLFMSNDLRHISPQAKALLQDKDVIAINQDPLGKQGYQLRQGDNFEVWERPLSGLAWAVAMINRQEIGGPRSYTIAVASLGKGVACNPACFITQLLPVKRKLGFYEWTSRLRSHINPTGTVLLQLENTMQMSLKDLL
#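 Fluorogenic readout (Ex 365/Em 440 nm) of 4-methylumbelliferone released from 1 mM 4-MU-alpha-galactoside by spleen homogenate, 40 min at 37C, pH 5.0. Data normalized to no-enzyme and enzyme controls; Hill-equation AC50 from compound titrations.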
# Tau fluor counter – counter-screen for tau fibril formation inhibitors | tau K18 P301L Alexa594 fluorescence, heparin fibrillization | Potency, µM (series often up to 57.7 µM), for the others: top-dose activity change, negative = decrease | 280,000 tested, 0.93% active; further: on the % scale 0 is the no-effect control and ±100 the full control effect; nearly all actives have a fitted effect of over 55% in size
#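 Human tau K18 P301L (15 uM unlabeled, 0.24 uM Alexa 594-labeled) in 100 mM sodium acetate pH 7 with 20 uM heparin, 6 hr at 37 C. ThT 30 uM added, 1 hr ambient; Alexa 594 FP and total fluorescence read at 555/632 nm.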
# Tau ThT inhib – blocks human tau fibril formation measured by thioflavin T. P10636. recombinant tau K18 P301L, heparin-induced fibrillization, ThT fluorescence. Potency, µM (titrated, usually from 57.4 µM), inactives show at the top dose activity, negative = inhibition, most hits filed as inhibitors. 270,000 tested, 2.1% active; further: on the % scale 0 is the no-effect control and ±100 the full control effect; nearly all actives have a fitted effect of over 55% in size
#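 ThT emission at 510 nm, taken 1 hr after adding 30 uM dye, quantifies aggregates formed when 20 uM heparin acts on human tau K18 P301L for 6 hr at 37 C.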
# GAA inh – alpha-glucosidase (human) inhibition. purified human GAA, 4-MU-alpha-glucoside fluorescence. Potency, µM (highest dose often 76.9 µM), without a hit: at the top dose activity change, negative = inhibition, most hits filed as inhibitors. 200,000 tested, 0.005% active;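 further: plate controls were uninhibited enzyme wells for no effect and no-enzyme background for full effect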
#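 qHTS format, compound range up to 77 uM. Human lysosomal enzyme at 4 nM, 400 uM 4-MU glucoside substrate, pH 5.0, 20 min room temperature; fluorescence after alkaline stop gives activity normalized to controls.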
# Numbers without * were called inactive; ? = inconclusive; · = no result given; [ ] = another dose, or the depositor's remark. The call rests on the fitted dose curve; in most records, active means well fitted curve in the direction sought with a large enough effect; inconclusive means small, poorly fitted or top-dose-only effect, or another doubt; inactive means no such curve, though single readings can be large; an effect the other way counts as inactive or inconclusive. Potency means the concentration at half of the fitted maximal effect.
SMILES,Tau fibril FP,GAA glycogen mod,aGlu spleen mod,HTT ATP protect,GLA spleen mod,Tau fluor counter,Tau ThT inhib,GAA inh
CC(C)[C@H](Nc1ncnc2c1oc1ccccc12)C(=O)O,7%,-1%,0%,-14%[10 µM],-7%,3%,-5%,·
CCCCNC(=S)NNC(=O)c1nn(C)cc1Cl,-6%,?,-6%,15%[10 µM],-2%,-3%,-17%,6%
CC(=O)CC(=O)Nc1ccc(C(N)=O)cc1,4%,-3%,-4%,20%[10 µM],-4%,14%,13%,12%
CCOC(=O)c1oc2ccc(S(=O)(=O)n3nc(-c4ccc(OC)cc4)cc3N)cc2c1C,-1%,-4%,-6%,16%,-3%,-4%,2%,2%
COc1ccc2c(c1)CCc1c(C(=O)NCCCn3ccnc3)noc1-2,2%,-7%,6%,-3%,4%,-3%,-20%,1%
COC(=O)N/N=C/c1cn(Cc2ccccc2Cl)c2ccccc12,10%,-7%,7%,-16%[10 µM],-13%,?,-15%,1%
Cn1c(Cn2c(=O)sc3ccccc32)nnc1SCC(=O)Nc1cccc(Cl)c1,-8%,-1%,1%,8%,-5%,-6%,0%,2%
CCN(C(=O)CN1C(=O)COc2ccc(S(=O)(=O)N3CCOCC3)cc21)c1cccc(C)c1,1%,-6%[76.3 µM],·,·,·,-4%,-2%,·
COc1ccc(-c2cc3nc4c(c(N5CCC6(CC5)OCCO6)n3n2)CCC4)cc1,?,2%,-3%,?,8%,-15%,?,5%
COC(=O)Cc1[nH]nc2c1C1(C(=O)N(Cc3ccc(Cl)cc3)c3ccccc31)C(C#N)=C(N)O2 (stereo unspecified),-6%,-4%,-10%,-4%,-3%,-17%,-6%,-5%
c1ccc2c(c1)[nH]c1c(N3CCSCC3)ncnc12,-5%,0%,-1%,-31%,-3%,-12%,-14%,?
Cc1ccsc1C1CC(=O)NC2=C1C(=O)CC(C)(C)C2 (stereo unspecified),-15%,4%,-1%,10%,3%,-9%,-6%,-8%
Cc1ccc(NS(=O)(=O)c2cn(C)cn2)cc1,-8%,0%,-14%,14%[1.9 µM],18%,-5%,-7%,-6%
O=C(Nc1cccc([N+](=O)[O-])c1)c1ccc2ccccc2c1O,6%,0%,11%,-34%[10 µM],5%,?,?,-3%
Cn1c(=O)c2c(nc(N/N=C/c3cccs3)n2Cc2ccc(Br)cc2)n(C)c1=O,?,5%,-6%,·,-3%,14µM*[quencher],?,-11%
Cc1cc(C)n2c(SCC(=O)Nc3ccc(F)cc3)nnc2n1,-10%,7%,0%,-1%[10 µM],7%,-11%,-17%,6%
COc1cc(/C=N/Nc2nc(C)cc(C)n2)ccc1OC(=O)c1ccco1,1%,-10%,-2%,11%[10 µM],3%,-8%,?,-5%
O=C(O)c1cnn2c(C(F)(F)F)cc(-c3ccccc3)nc12,-13%,-16%,-9%,24%[10 µM],-12%,-14%,-13%,-4%
O=C(CN1C(=O)COc2ccc(S(=O)(=O)N3CCOCC3)cc21)N1CCN(c2ccc(Cl)cc2)CC1,0%,4%[76.3 µM],·,·,·,-12%,3%,·
C#CC(CC)(CC)NC(=S)Nc1cccc(C(C)=O)c1,-4%,0%,-1%,24%[10 µM],6%,-11%,-6%,-9%
N#Cc1cccc(NC(=O)CC2CCCCC2)c1,-1%,-4%,-3%,-2%,6%,-11%,-2%,2%
CSc1ccc(CNc2nnnn2C)cc1,-2%,9%,2%,-42%,-7%,3%,-3%,0%
Cc1cccc(Oc2ccc(NC(=O)c3ccccc3C(=O)O)cc2)c1C,3%,5%,1%,-19%,-10%,-7%,-11%,?
CC(C)NC(=O)NC(=O)COC(=O)c1ccccc1O,-3%,1%,0%,-5%,1%,2%,6%,-1%

# Reprinted from the entries so far (four entries):
SMILES,Tau fibril FP,GAA glycogen mod,aGlu spleen mod,HTT ATP protect,GLA spleen mod,Tau fluor counter,Tau ThT inhib,GAA inh
Cc1ccc(NS(=O)(=O)c2cn(C)cn2)cc1,-8%,0%,-14%,14%[1.9 µM],18%,-5%,-7%,-6%
O=C(Nc1cccc([N+](=O)[O-])c1)c1ccc2ccccc2c1O,6%,0%,11%,-34%[10 µM],5%,?,?,-3%
Cn1c(=O)c2c(nc(N/N=C/c3cccs3)n2Cc2ccc(Br)cc2)n(C)c1=O,?,5%,-6%,·,-3%,14µM*[quencher],?,-11%
Cc1cc(C)n2c(SCC(=O)Nc3ccc(F)cc3)nnc2n1,-10%,7%,0%,-1%[10 µM],7%,-11%,-17%,6%

# The list continues:
SMILES,Tau fibril FP,GAA glycogen mod,aGlu spleen mod,HTT ATP protect,GLA spleen mod,Tau fluor counter,Tau ThT inhib,GAA inh
O=C(CCCn1c(=O)c2ccccc2n(Cc2cccc(F)c2)c1=O)NCc1ccccc1Cl,-7%,10%[76.3 µM],·,·,·,-6%,3%,·
Cc1nc2ccccc2nc1OCC(=O)N1CCN(c2ccccc2)CC1,-4%,-10%,-22%,-8%[4.97 µM],?,7%,21%,-4%
CCCNC[C@H](O)COc1ccccc1C(=O)CCc1ccccc1,-1%,·,6%,?,-1%,-8%,-4%,·
COc1ccc(/C=C/C(=O)Nc2cc(-c3nc4ccccc4o3)ccc2OC)cc1,-2%,18%[76.3 µM],·,·,·,-17%,5%,·
COc1ccc(Br)cc1C(=O)Nc1ccc(Cc2ccncc2)cc1,0%,-2%,-12%,-31%,-8%,-15%,-9%,-1%
COc1ccc(NC(=O)c2cc(S(=O)(=O)N3CCCC3)oc2C)cc1,-5%,0%,-5%,-16%[10 µM],-2%,-9%,-5%,·
CC(C)(C)c1ccc(C(=O)Nc2nnc(Cc3c[nH]c4ccccc34)s2)cc1,6%,-10%,-2%,4%[10 µM],1%,-2%,-4%,8%
Cn1nnc(NC(=O)COc2ccc(C3CCCCC3)cc2)n1,-1%,-3%,-9%,-9%,-3%,-8%,-16%,?
O=C1CCC(C(=O)Nc2cccc3ccccc23)N1 (stereo unspecified),-6%,-2%,-3%,-7%,-4%,-1%,-6%,-8%
COC(=O)CSc1nnc(-c2cnccn2)n1C,6%,5%,-2%,9%[10 µM],0%,6%,4%,-3%
COc1ccc(S(=O)(=O)N(C)CC(=O)N2CCN(Cc3ccccc3)CC2)cc1C,-10%,6%,-28%,14%,6%,-8%,-9%,2%
CCOc1ccc2nc(Cl)c(CN(C(=O)c3cnccn3)C3CCCC3)cc2c1,-15%,0%,·,-28%,-5%,-15%,-11%,-6%
CC(C)(C)n1nnnc1C(c1cccs1)N(Cc1cccnc1)Cc1ccco1 (stereo unspecified),9%,1%,1%,11%[10 µM],8%,-5%,-20%,-4%
O=C(Nc1ccc(O)cc1)c1cccc(S(=O)(=O)N2CCOCC2)c1,10%,-11%[76.3 µM],·,·,·,-6%,0%,·
COc1ccc(OC)c(NC(=O)C(CC(=O)O)Cc2ccc(Cl)cc2)c1 (stereo unspecified),3%,-1%,-5%,7%,2%,-8%,-8%,-11%
CCCOc1cccc(C(=O)Nc2cccc(NC(=O)c3ccc(Cl)cc3Cl)c2)c1,-16%,0%[76.3 µM],·,·,·,?,?,·
COc1cc(/C=N/n2c(-c3ccccc3)n[nH]c2=S)cc(OC)c1O,3%,?,-1%,-4%[10 µM],5%,-11%,-14%,·
CCc1ccc(CC)c(S(=O)(=O)Nc2ccc(C(=O)O)c(O)c2)c1,12%,-4%,-2%,11%[0.074 µM],4%,-3%,-5%,-9%
COc1cc(C(=O)N2CCc3ccccc32)ccc1OCc1c(C)noc1C,6%,-3%,-5%,21%[10 µM],-8%,-2%,-3%,·
COC(=O)CCN(C(=O)c1ccc([N+](=O)[O-])cc1)c1ccccn1,-6%,4%,-4%,11%[10 µM],-4%,-13%,·,·
C=CCn1c(C)csc1=Nc1ccc(C(=O)O)cc1,-11%,-11%,-17%,-34%,-3%,-3%,-4%,-1%
CCOc1ccc2c(c1)c(N=NC(N)=S)c(O)n2C,2%,3%,-6%,4%[10 µM],-6%,-17%,?,·
COc1ccc(OC)c2sc(NC(=O)C3CC3)nc12,-1%,-21%,-3%,-7%,-1%,-26%,?,-12%
CSc1ccccc1NC(=O)c1c(Br)cnn1C,-4%,-1%,4%,7%,2%,-10%,-15%,-12%
O=C(N=Nc1c(O)n(C2OC(=O)c3ccccc32)c2ccccc12)c1ccc(O)cc1 (stereo unspecified),?,3%,-1%,-52%[inhibitor],-15%,?,?,-6%
CCN(CC)C(=O)C(C)N(C#N)c1nc(C)cc(C)n1 (stereo unspecified),8%,4%,-6%,7%[10 µM],-7%,5%,0%,3%
Cc1ccc(CNC(=O)c2ccc(CSc3nc4ccncc4n3Cc3ccc(C)cc3)cc2)cc1,0%,-8%[76.3 µM],·,·,·,-17%,2%,·
N#CCSc1nnc(Cc2cccs2)n1C1CCCCC1,5%,1%,5%,3%,2%,-5%,-6%,-8%
COc1ccccc1NS(=O)(=O)c1cc(NC(=O)/C=C/c2cccs2)ccc1N1CCOCC1,-8%,6%,-3%,-7%[10 µM],-3%,?,12%,-3%
COc1cccc(C(=O)NC2CCN(CC(=O)Nc3cccc(C)c3C)CC2)c1,7%,-1%,3%,18%[10 µM],-4%,-4%,1%,10%
CCCc1nnc(NC(=O)CCCC(=O)O)s1,1%,8%,0%,12%[10 µM],9%,-2%,0%,-5%
CCn1cc(CN2CCCC(C(=O)c3ccc(-c4ccccc4)cc3)C2)cn1 (stereo unspecified),?,-3%,-1%,-3%[10 µM],7%,14%,4%,6%
Cc1ccc(CN2C3=NCCCN3c3ccccc32)cc1,-12%,-6%,-7%,-19%[0.074 µM],-12%,-10%,-4%,-1%
CC(c1ccco1)N(C(=O)c1ccccc1F)c1ccccn1 (stereo unspecified),0%,6%,-8%,-7%,3%,3%,-3%,-6%
Cc1cc2nc(C3CCCN(C(=O)NCc4ccccc4)C3)[nH]c2cc1C (stereo unspecified),4%,1%,-12%,-21%,-3%,-6%,-4%,-3%
Cc1ccc(S(=O)(=O)N2C(=O)/C(=C3\SC(=S)NC3=O)c3ccccc32)cc1,6%,1%,-13%,·,2%,?,?,·
CN(CCNC(=O)c1cc2c(=O)n(C)c3ccccc3c2n1C)Cc1ccccc1,10%,18%,-6%,-48%[inhibitor],-5%,-10%,-17%,-9%

# Screens: PubChem, National Center for Advancing Translational Sciences (NCATS)
